Pf apPOL inh: Pf-apPOL DNA polymerase inhibition; Recombinant Pf-apPOL, molecular beacon fluorescence, 1.5 h; inhibition, % at 10 µM; hit rate 0.25% among 210,000; AID 1794808
mHTT CaM bind: inhibitors of human mutant huntingtin-calmodulin interaction; AID 1671202; inhibition, % at 15 µM; AlphaScreen His-mHTT/GST-CaM binding, luminescence; hit rate 3.6% among 190,000; P42858;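 note: 0% = both proteins with DMSO and 100% = one protein alone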
* hit, by the source's call; i = inactive; x = no result given; & = joins results of further samples. Cut-off read from the data, not from the text of the source: active = inhibition above about 50%; inactive = the rest.

| compound | Pf apPOL inh | mHTT CaM bind |
| --- | --- | --- |
| COCCN1C(=O)c2ccccc2C(C(=O)Nc2ccc(C)c(F)c2)C1c1ccc(F)cc1 (configuration not stated) | 4 | 0 |
| CSc1cccc(NC(=O)c2cn3c(n2)CSCC3)c1 | -1 | 14 |
| COc1ccccc1Oc1coc2cc(O)ccc2c1=O | -5&-1 | -7 |
| COc1ccc(NC(=O)N2CCOC(c3ccccc3)C2)c(OC)c1 (configuration not stated) | -2 | -17 |
| CN(C)c1ccc(C=Nc2ccc3[nH]c(=O)[nH]c3c2)cc1 | -1 | 0 |
| Cc1cc(N2S(=O)(=O)c3ccccc3S2(=O)=O)ccc1Br | 2 | -14 |
| O=C(c1nc2ccccn2c1-c1ccsc1)N1CCCCCC1 | -1 | 0 |
| O=C1/C(=C/c2ccsc2)CC/C1=C\c1ccsc1 | -2 | 24 |
| CN1C(=O)C2CCCCN2c2ccc(C(=O)NCCN3CCOCC3)cc21 (configuration not stated) | -1 | 2 |
| CC(C)(CO)NCC(O)COC1CC2CCC1(C)C2(C)C (configuration not stated) | -4 | -1 |
| CC1(C)COc2ccc(NC(=O)C34CC5CC(CC(C5)C3)C4)cc2NC1=O | -2 | 6 |
| N#Cc1cnc2ccc(F)cc2c1N1CCC(C(=O)N2CCSCC2)CC1 | -5 | 4 |
| COC(=O)c1ccc(OCC2c3cc(OC)c(OC)cc3CCN2C(=O)CC(C)C)cc1 (configuration not stated) | -1 | 22 |
| O=C1OCCN1C(=O)[C@H]1[C@H](c2ccccc2)C(c2ccc(F)cc2)=NN1c1ccc(Br)cc1 | -1 | 31 |
| O=C(c1cnc(-c2ccc(F)cc2)nc1N1CCCCC1)N1CCOCC1 | -5 | 26 |
| COc1ccc(C2OCCCO2)c(Cl)c1OC | 4 | x |
| CC(Cc1cccs1)NC(=O)C(=O)Nc1cc(Cl)ccc1C#N (configuration not stated) | 0 | -8 |
| CS(=O)(=O)N(CC(=O)O)c1ccccc1F | -5 | -4 |
| CC1(C)N=C(c2ccccc2)C(=O)N1CC(=O)Nc1ccc2c(c1)OCO2 | -8 | 6 |
| CCOc1ccccc1CNC(=O)c1cc(NC(C)=O)cc2nc(C)ccc12 | 5 | 40 |
| COc1cc(CN2CC(C)CC(C)C2)cc(I)c1O (configuration not stated) | -10 | 2 |
| Cn1nc(C(=O)NCc2ccc(F)cc2)c2c1CCN(C(=O)c1ccc(Cl)cc1)C2 | -13 | -10 |
| CC1(C)CC2CC(C)(CN2C(=O)c2ccc3nc(N4C(=O)CCC4=O)sc3c2)C1 (configuration not stated) | 0 | 19 |
| Cc1ccc(S(=O)(=O)N2CCc3nc(NC(=O)c4ccccc4F)sc3C2)cc1 | -1 | 2 |
| COc1ccccc1C1(CNC(=O)Cc2ccc(S(=O)(=O)C(C)C)cc2)CCOCC1 | -3 | -3 |
| Cc1ccc(C(=O)N2CCCC2c2nc(-c3cccc(C)c3)no2)cc1 (configuration not stated) | -4 | -3 |
| Cc1ccc2nc(-c3cc(N=Cc4cc([N+](=O)[O-])ccc4O)ccc3O)oc2c1 | -12 | 16 |
| Cc1cccc(N2C(=O)NC3CC2(C)Oc2ccc(Br)cc23)c1 (configuration not stated) | 0 | 12 |
| COc1ccc(CCC(=O)N2CCC(c3nc4ccncc4n3C)C2)cc1 (configuration not stated) | -7 | -2 |
| CCN(Cc1ccccc1)Cc1c(F)cccc1F | -8 | -10 |
| CCC(=O)Nc1c2c(nn1-c1ccc(C)cc1C)CSC2 | -16 | 13 |
| CC12CCC(C(=O)Nc3ccncc3)(CC1=O)C2(C)C (configuration not stated) | -4 | -6 |
| CC1SC2(C(=O)N(CN3CCCCC3)c3ccccc32)N(c2cccc(Cl)c2)C1=O (configuration not stated) | -5 | 10 |
| NC(=NOC(=O)c1cccc(Cn2cc(C(F)(F)F)ccc2=O)c1)c1ccc(Cl)cc1 | -18 | x |
| CCC(=O)N1CCc2cc(S(=O)(=O)NCc3cccnc3)ccc21 | -16 | -3 |
| CCC(=O)N1CCN(C(C(=O)N2CCc3ccccc3C2)C2CCCC2)CC1 (configuration not stated) | -5 | 39 |
| O=C(O)c1ccccc1C(=O)c1ccc(N2CCCCC2)c([N+](=O)[O-])c1 | -10 | 3 |
| COCC(C)NC(=O)NC1(C(F)(F)F)Oc2ccc(Cl)cc2O1 (configuration not stated) | 0 | 3 |
| C[C@H](CO)NS(=O)(=O)c1ccc(Br)cc1F | -2 | 0 |
| CC(C)n1c(=O)c(NCc2ccc(Cl)cc2)nc2ccncc21 | -6 | 2 |
| Cc1sc2nc(C)n(CC(=O)Nc3cccc(C(F)(F)F)c3)c(=O)c2c1C | -4 | 2 |
| COc1ccc(C(=O)Nc2nc(-c3cc(Cl)sc3Cl)cs2)cc1OC | -1 | 17 |
| O=C(NCCCS(=O)(=O)N1CCc2ccccc2C1)c1ccc(Br)o1 | -8 | -12 |
| O=C(c1c(F)cccc1F)N1CCc2nc(-c3ccccc3)ncc2C1 | 2 | -5 |
| O=C(CN1CCc2ccccc2C1C(=O)N1CCCCC1)NCc1ccc(F)cc1Cl (configuration not stated) | -8 | 0 |
| CCOc1ccccc1NC(=O)CN1CCc2nc(NC(=O)c3cccs3)sc2C1 | -22 | 47 |
| Cc1ccc(OCC(=O)N(C)c2ccccc2)cc1C | -5 | -17 |
| COC(=O)c1ccc(CNC2CCN(c3ccc(C(=O)NC4CC4)cn3)C2)cc1 (configuration not stated) | -2 | 11 |
| Cc1ccccc1-c1nnn(Cc2ccc(F)cc2Cl)n1 | -4&1 | -144&-62 |
| COc1ccc(-c2cc3ccc4c(c3oc2=O)CN(C2CCS(=O)(=O)C2)CO4)cc1OC (configuration not stated) | 0 | -6 |
| C=CCSc1nnc2c(n1)OC(c1ccc3c(c1)OCO3)N(C(C)=O)c1ccccc1-2 (configuration not stated) | -73 | 33 |
| O=C(Cc1cccs1)Nc1ccccc1-c1ccccc1 | -10 | -8 |
| CS(=O)(=O)N1CCCC(C(=O)NCc2cccnc2)C1 (configuration not stated) | -17 | -5 |
| CCOC(=O)c1ccccc1NC(=O)CSc1nnc(NC(=O)c2cc(C)on2)s1 | -1 | -1 |
| O=C(c1ccsc1)N1CCC(c2nncn2-c2ccccc2)CC1 | 3 | -8 |
| CC(C)(C)c1ccc(/C=C2/SC(N3CCOCC3)=NC2=O)cc1 | -4 | 18 |

Compounds above with a CF3 group:
| compound | Pf apPOL inh | mHTT CaM bind |
| --- | --- | --- |
| NC(=NOC(=O)c1cccc(Cn2cc(C(F)(F)F)ccc2=O)c1)c1ccc(Cl)cc1 | -18 | x |
| COCC(C)NC(=O)NC1(C(F)(F)F)Oc2ccc(Cl)cc2O1 (configuration not stated) | 0 | 3 |
| Cc1sc2nc(C)n(CC(=O)Nc3cccc(C(F)(F)F)c3)c(=O)c2c1C | -4 | 2 |

(cont.)
| compound | Pf apPOL inh | mHTT CaM bind |
| --- | --- | --- |
| COc1cc(SC)ccc1C(=O)NCC1CCCO1 (configuration not stated) | -3 | 3 |
| COc1cc(/C=C2/C(=O)N(c3ccccc3)N=C2C)ccc1OCCOCCOc1ccccc1 | -3 | 14 |
| O=C(NC1CCCC1)C1CSCCS(=O)(=O)N1Cc1ccccc1 (configuration not stated) | 2 | -2 |
| COc1ccc(NC(=O)CSc2cn(CCNC(=O)c3ccc(F)cc3)c3ccccc23)cc1 | 8 | 10 |
| CCCCNC(=O)C1CCCN(c2nc3c(s2)c(C)nn3-c2ccc(C)cc2)C1 (configuration not stated) | 4 | 6 |
| O=C(Cc1nc(-c2cnccn2)n[nH]1)NCc1ccccc1 | 4 | 24 |
| CCCOc1ccc(S(=O)(=O)N2CC(C)CC(C)C2)cc1 (configuration not stated) | -2 | -25 |
| Cc1cccc(NS(=O)(=O)c2ccc3[nH]c(=O)[nH]c3c2)c1 | -1 | 0 |
| COCCNc1oc2c(c1-c1cc(OC)c(OC)c(OC)c1)c(=O)oc1ccccc12 | 3 | -3 |
| COc1ccc(-c2nnc3n2CCN(Cc2scnc2C)C3)cc1 | 0 | 8 |
| CCc1c(C)c(C#N)c2nc3ccccc3n2c1NCCOC | 0 | -3 |
| COCCNC(=O)C1c2cc(OC)c(OC)cc2C(=O)N(C)C1c1ccc(OC)cc1 (configuration not stated) | -4 | 1 |
| COc1ccc(C)cc1NC(=O)CCc1[nH]c(C)c(C(=O)N(C)C)c1C | 1 | 20 |
| Cc1ccc(S(=O)(=O)NC(C)(C)C)cc1[N+](=O)[O-] | 0 | -9 |
| Cc1ccccc1CC(=O)N1CCCC(COc2ccc(C(=O)NC3CC3)cc2)C1 (configuration not stated) | -3 | -5 |
| COc1ccc(NC(=O)c2cccc(S(C)(=O)=O)c2)c2ccccc12 | -3 | -12 |
| O=C1C2CCCN2C(c2cccs2)N1c1ccc(Cl)c(Cl)c1 (configuration not stated) | -12 | 7 |
| Cc1cc(=O)n2[nH]c(-c3cccc(Br)c3)cc2n1 | -7 | 2 |
| O=C(c1c(F)c(F)c(F)c(F)c1F)N1CCc2ccccc21 | 4 | -5 |
| Cc1ccc(C2CC(c3ccc(Br)cc3)=NN2S(C)(=O)=O)cc1 (configuration not stated) | -6 | 0 |
| CC(C)(C)c1cn2cccc(OCc3ccc(Cl)c(Cl)c3)c2n1 | -8 | x |
| CCOC(=O)c1cnc(Sc2ncccc2[N+](=O)[O-])nc1N | 0 | x |
| CCc1ccc(N(CC)C(=O)CN2C(=O)NC3(CCCCC3)C2=O)cc1 | -5 | 3 |
| COc1ccc(CCNC(=O)CC23CC4CC(CC(C4)C2)C3)cc1OC | -10 | 5 |
| COc1cccc(NC(=O)Nc2ccc(CC(N)=O)cc2)c1OC | -5 | -17 |
| Cc1nc2sc3c(c2c(=O)[nH]1)CCCC3 | -9 | 0 |
| CCOc1cccc2sc(NC(=O)C3=COCCO3)nc12 | 0 | -19 |
| Cc1noc(-c2cccc(F)c2)c1C(=O)NCCc1ccc(F)cc1 | -1 | -13 |
| O=C1OC(c2ccc(I)cc2)=N/C1=C\C=C\c1ccccc1 | -4 | 3 |
| CS(=O)(=O)c1ccc(N2CCN(c3cccc(Cl)c3)CC2)c([N+](=O)[O-])c1 | -7 | -2 |
| NC1=NC(c2ccccc2)(c2ccccc2)C(=O)N1 | 0 | 10 |
| Cc1ccc2c(=O)c(C3NC(C(=O)O)Cc4c3[nH]c3ccccc43)coc2c1 (configuration not stated) | 4 | 45 |
| COc1ccc(CN2CCN(c3cccc(C)c3C)CC2)cc1OC | -2 | 17 |
| O=C(NCCc1csc(C2CCCN(C(=O)C3CC3)C2)n1)C1CCC1 (configuration not stated) | 1 | 4 |
| CCCOc1nccnc1N1CCC(N(C)C(=O)c2cnccn2)C1 (configuration not stated) | 1 | 12 |
| O=C(c1cc(-c2ccc(F)cc2)n[nH]1)N1CCN(c2ccc(-c3ccccn3)nn2)CC1 | 1 | 100* |
| COCc1cc(C)nc(SCC(=O)Nc2cccc(C)c2C)c1C#N | -4 | 4 |
| CCn1c(C2CCN(Cc3ccccc3OC)C2)nc2cccnc21 (configuration not stated) | 5 | -9 |
| COc1cccc(CNC(=O)NCCC2CCN(S(=O)(=O)c3ccc(F)cc3)CC2)c1 | 4 | 30 |
| Cc1ccc(NC(=O)c2nnn(-c3ccc(F)cc3)c2-c2cccnc2)cc1 | -2 | -5 |
| O=C(c1ccccc1)c1ccc(N2CCOCC2)c([N+](=O)[O-])c1 | -4 | 18 |
| CC1CCCN(Cc2cc(Cl)cc(Cl)c2O)C1 (configuration not stated) | 0 | -2 |
| CCN(CC)c1ccc(C=CC(=O)c2c(O)cc(C)oc2=O)cc1 | i | 7 |
| CCOC(=O)Cn1c(=O)c2ccsc2c2c(C#N)c(SC)sc21 | 2 | x |
| Cc1c(C(=O)Nc2ccc3c(c2)OCO3)sc2ncn(Cc3cccc(F)c3)c(=O)c12 | -8 | 5 |
| O=C(NC1CCCCCC1)C(=O)NC1CCCCC1 | -6 | 0 |
| CCc1cc(C2CCCN2C(=O)c2cc(-c3cccc(Cl)c3)on2)on1 (configuration not stated) | -2 | -4 |
| CN1c2cc(Cl)ccc2C(=O)NC12CCN(C(=O)Nc1ccc(F)cc1F)CC2 | -4 | 2 |
| NS(=O)(=O)c1cc(Br)ccc1I | -5 | x |
| CC1Cc2ccccc2N1S(=O)(=O)c1cccs1 (configuration not stated) | -8 | -9 |
| O=C(NCC1COC2(CCCCC2)O1)c1ccc([N+](=O)[O-])cc1 (configuration not stated) | -2 | -2 |
| CCOc1cc(C2C(C(=O)Nc3ccc(Cl)cc3)=C(C)Nc3nnnn32)ccc1OC(F)F (configuration not stated) | 1 | 38 |
| COc1ccc(C=C2Oc3c(ccc4c3CN(Cc3ccncc3)CO4)C2=O)c(OC)c1 | -26 | 49 |
| O=c1[nH]c(/C=C/c2ccccc2)nc2ccccc12 | -2 | -4 |
| COCCN1C(=O)CCc2cc(NC(=O)C3CCC3)ccc21 | -3 | -6 |

Among those listed so far, 13 contain a thiophene ring, fused or not.
| compound | Pf apPOL inh | mHTT CaM bind |
| --- | --- | --- |
| O=C(c1nc2ccccn2c1-c1ccsc1)N1CCCCCC1 | -1 | 0 |
| O=C1/C(=C/c2ccsc2)CC/C1=C\c1ccsc1 | -2 | 24 |
| CC(Cc1cccs1)NC(=O)C(=O)Nc1cc(Cl)ccc1C#N (configuration not stated) | 0 | -8 |
| Cc1sc2nc(C)n(CC(=O)Nc3cccc(C(F)(F)F)c3)c(=O)c2c1C | -4 | 2 |
| COc1ccc(C(=O)Nc2nc(-c3cc(Cl)sc3Cl)cs2)cc1OC | -1 | 17 |
| CCOc1ccccc1NC(=O)CN1CCc2nc(NC(=O)c3cccs3)sc2C1 | -22 | 47 |
| O=C(Cc1cccs1)Nc1ccccc1-c1ccccc1 | -10 | -8 |
| O=C(c1ccsc1)N1CCC(c2nncn2-c2ccccc2)CC1 | 3 | -8 |
| O=C1C2CCCN2C(c2cccs2)N1c1ccc(Cl)c(Cl)c1 (configuration not stated) | -12 | 7 |
| Cc1nc2sc3c(c2c(=O)[nH]1)CCCC3 | -9 | 0 |
| CCOC(=O)Cn1c(=O)c2ccsc2c2c(C#N)c(SC)sc21 | 2 | x |
| Cc1c(C(=O)Nc2ccc3c(c2)OCO3)sc2ncn(Cc3cccc(F)c3)c(=O)c12 | -8 | 5 |
| CC1Cc2ccccc2N1S(=O)(=O)c1cccs1 (configuration not stated) | -8 | -9 |

Screening results deposited in PubChem BioAssay by University of Kansas High Throughput Screening Laboratory.

Some of the compounds tested; the hit share may differ from the screen's.
